# Compound activity: PubChem BioAssay, Broad Institute
# Xi reactivation = activators of inactive X chromosome reactivation, primary screen, imaging, XiGFP fibroblasts, GFP high-content imaging, set 2 | XiGFP mouse fibroblasts, % GFP-positive cells imaging, 3 d; cells co-treated with 5-aza-dC sensitizer; scaled so ellipticine positive control = 100% | activation, % at 7.58 µM | hit rate 0.055% among 360,000;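 active = mean normalized replicate activation at least 10% and every replicate at or above 10%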;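 note: 0% = median of on-plate neutral control wells and 100% = ellipticine 6 µM median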
#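 assay system = SV40-immortalized XiGFP fibroblast cells, line 68-5-11 | buffer or medium = DMEM plus 5-aza-dC sensitizer | doses = single-point pinned compound dosing | times = 3-day compound exposure, then 15 min fixation at room temperature | benchmarks = positive control ellipticine, 6 µM final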
# ERAP1 HTS inh = human ERAP1 aminopeptidase inhibitors, primary screen, biochemical, single point, plate reader. inhibition, % at 10.7 µM. AID 652197, 2013. hit rate 0.15% among 340,000. Endoplasmic reticulum aminopeptidase 1 (Homo sapiens), Q9NZ08. recombinant ERAP1, Leu-AMC fluorescence, 60 min;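 active = mean replicate inhibition of at least 30%, or all replicates individually reaching that 30% level; inactive = mean below 30% and not every replicate reaching it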;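 note: 0% = neutral control wells and 100% = L-leucinethiol positive control wells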
# RAD54 branch = inhibitors of human RAD54 branch migration, primary screen, biochemical, fluorescence, single point; DNA repair and recombination protein RAD54-like (Homo sapiens), Q92698; RAD54 Holliday junction branch migration, FAM/BHQ fluorescence; inhibition, % at 10.4 µM; hit rate 0.14% among 360,000; AID 602329, 2012;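 active = mean normalized replicate activity at least 40 and at least half of replicates scoring 40 or more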;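 note: 0% = median of neutral control wells and 100% = median of positive control wells; inhibitors cause a drop in the FAM fluorescence signal; in these data hits start at about 50%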
# Target sequence (Q92698 whole entry, looked up): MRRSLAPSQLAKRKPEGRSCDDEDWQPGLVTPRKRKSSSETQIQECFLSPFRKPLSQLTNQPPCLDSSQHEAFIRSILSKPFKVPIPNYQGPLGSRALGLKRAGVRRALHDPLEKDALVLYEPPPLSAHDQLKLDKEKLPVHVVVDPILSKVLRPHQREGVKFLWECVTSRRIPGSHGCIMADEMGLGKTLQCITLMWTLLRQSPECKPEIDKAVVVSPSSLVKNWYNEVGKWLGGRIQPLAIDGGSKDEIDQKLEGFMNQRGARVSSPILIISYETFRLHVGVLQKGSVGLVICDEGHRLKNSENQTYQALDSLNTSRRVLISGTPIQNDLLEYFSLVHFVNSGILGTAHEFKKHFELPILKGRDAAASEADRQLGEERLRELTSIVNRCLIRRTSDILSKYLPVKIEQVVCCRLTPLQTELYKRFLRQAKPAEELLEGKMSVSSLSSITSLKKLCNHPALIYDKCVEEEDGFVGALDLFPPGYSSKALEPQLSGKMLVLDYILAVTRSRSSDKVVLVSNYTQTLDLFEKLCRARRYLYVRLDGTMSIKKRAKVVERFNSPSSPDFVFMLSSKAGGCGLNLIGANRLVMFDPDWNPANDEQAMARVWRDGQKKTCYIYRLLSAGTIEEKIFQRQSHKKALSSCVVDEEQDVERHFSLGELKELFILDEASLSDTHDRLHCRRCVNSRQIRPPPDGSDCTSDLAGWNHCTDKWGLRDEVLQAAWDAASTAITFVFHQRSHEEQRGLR
# esBAF inh = Bmi1 luciferase reporter increase in mESCs, primary screen, esBAF inhibitor project, mouse ES cells, Bmi1 luciferase knock-in, single point; 24 h; 100% = twice the neutral-well signal; reporter increase, % at 12.5 µM; hit rate 2% among 350,000; in the data active = activation above about 40%;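 note: 0% = median of the plate's neutral control wells and 100% = double that signal; a rise in the Bmi1 reporter signal indicates esBAF inhibition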
# ARNT-TACC3 inh = disruptors of ARNT/TACC3 protein interaction, primary screen, biochemical, AlphaScreen, single concentration; hit rate 0.66% among 390,000; Transforming acidic coiled-coil-containing protein 3 (Homo sapiens), Q9Y6A5; AlphaScreen His-ARNT PAS-B/GST-TACC3 binding, luminescence; TACC3 fragment carries E629A point mutation; inhibition, % at 9.99 µM;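 active = mean inhibition of replicates at least 50% and at least half of replicates each reaching 50%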;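 note: 0% = complete ARNT plus TACC3 wells and 100% = ARNT alone without TACC3; many hits fall short of the cut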
# CFTR F508del cor = F508del CFTR correction, initial screen, CFBE line, single point. hit rate 0.36% among 350,000. AID 720511, 2013. CFBE cells, YFP halide quenching; stimulated with forskolin plus potentiator P3; % fluorescence drop versus neutral controls. activity (quench increase), % at 7.58 µM;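 active = mean added fluorescence quench of at least 8% versus neutral control, with both replicates also reaching 8%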;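 note: cells transiently co-express mutant CFTR-F508del with the halide-sensitive YFP; corrector assay measuring rescue of mutant channel to the surface after 24 h compound exposure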
# INS-1E GSIS act = GLuc luminescence reporter in INS-1E cells, primary screen for activators of glucose-dependent secretion of insulin | activation, % at 16.6 µM | hit rate 0.61% among 370,000 | INS-1E GLuc reporter insulin secretion, 2-3 h;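 active = lowest replicate activation of at least 40%, so every replicate reaches that level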;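 note: 0% = median of neutral control wells and 100% = median of IBMX positive control wells; some compounds called inactive have numbers as strong as hits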
# RAD52 inh = RAD52 DNA annealing inhibitors, primary screen, biochemical, FRET, single point, set 2; DNA repair protein RAD52 homolog (Homo sapiens), P43351; inhibition, % at 18.7 µM; recombinant RAD52 DNA annealing, FRET fluorescence; AID 651710, 2012; hit rate 0.46% among 360,000;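 active = every replicate showing at least 50% inhibition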
# * = called active by the depositor; i = inactive; · = not tested or not shown; & = joins results of further samples.
No.	SMILES	Xi reactivation	ERAP1 HTS inh	RAD54 branch	esBAF inh	ARNT-TACC3 inh	CFTR F508del cor	INS-1E GSIS act	RAD52 inh
1	Cn1cnc(CCNC(=O)C[C@@H]2CC[C@H]3[C@@H](COC[C@@H](O)CN3C(=O)Nc3ccc(F)cc3)O2)c1	0.2	-1.8	-2.6	3.6	6.6	0.4	-8.4	0.5
2	O=S(=O)(c1ccc(F)cc1)N1CCCCN2[C@H](CO)[C@@H](c3ccc(C#CC4CC4)cc3)[C@@H]2C1	0.3	1.9	0.8	-0.9	-1.8	-4.8	3.3	-12.8
3	CCOC(=O)c1c(-c2ncc(C(F)(F)F)cc2Cl)noc1C	0.9	-1.5	·	-3.1	13.4	0.7	9.2	-9.8
4	C[C@@H]1CCCCO[C@H](CN(C)C(=O)Cc2ccccc2)[C@H](C)CN([C@@H](C)CO)C(=O)c2cc(NC(=O)Nc3ccc(F)cc3)ccc2O1	-0.1&-1.1	-2.6&-5.1	-3.5&-9.1	27.6&0.7	-9.6	1.1&1.7	-21.3&-4.9	-10.0&-5.1
5	C[C@@H]1CCCCO[C@H](CN(C)C(=O)C2CCCCC2)[C@H](C)CN([C@@H](C)CO)C(=O)c2cc(NC(=O)Nc3ccc4c(c3)OCO4)ccc2O1	-0.1	9.6	-7.0	2.2	6.7	0.1	-14.1	3.0
6	CCNC(=S)Nc1ccc(OCC)cc1	0.1	12.1	·	·	-4.1	·	-11.7	-3.7
7	CN(C)CC(=O)N1CC(=O)N2[C@H](CO)[C@@H](c3ccc(-c4ccc(C#N)cc4)cc3)[C@H]2C1	0.1	1.0	·	·	·	-1.9	5.5	-2.0
8	OC[C@H]1[C@@H](c2ccc(-c3cccnc3)cc2)[C@H]2CN(Cc3ccccn3)CCCCN21	0.0	-1.0	-14.1	-3.8	5.9	2.4	-2.7	-12.7
9	O=C(NCCN1CCN(C(=O)c2ccc(F)cc2)CC1)C(=O)NCc1ccccc1	0.2	-2.1	-7.5	-1.0	-1.7	-1.1	11.4	-5.3
10	CCCc1nc2c(nnn2Cc2ccccc2F)c(=O)[nH]1	·	-0.3	-9.1	-7.5	2.5	-2.4	-1.0	-1.1
11	C[C@H]1CN([C@@H](C)CO)S(=O)(=O)c2ccc(C#CC3(O)CCCC3)cc2O[C@@H]1CN(C)C(=O)Cc1ccncc1	0.0	·	1.1	1.9	7.7	0.4	25.4	-19.7
12	COc1ccc(NC(=O)NCc2cccnc2)cc1	0.2	2.1	-3.5	-3.9	-17.6	-2.0	-1.9	1.4
13	CC1=C(C(=O)N(C)C)CC(CC(=O)NC2CCCC2)C(=O)N1Cc1ccccc1 (stereo unspecified)	0.3	-5.9	·	-0.2	·	-2.4	15.9	-0.4
14	CC1=Nc2cc([N+](=O)[O-])ccc2NC(C)(C)C1	·	·	·	20.9	14.0	-2.1	-4.8	-5.9
15	COc1cc2c(cc1OC)CN(C(=O)CN1CCN(S(=O)(=O)c3ccccc3)CC1)CC2	0.1	5.4	-0.7	-14.0	6.3	1.3	-0.8	-9.2
16	Cc1ccccc1-c1ccc([C@@H]2[C@@H](CO)N3C(=O)CN(C(=O)c4ccc(F)cc4)C[C@H]23)cc1	0.5	-0.8	·	·	·	-2.9	-10.3	-22.3
17	COc1ccc(NC(=O)N[C@@H]2C=C[C@H](CC(=O)NC3CCCCC3)O[C@H]2CO)cc1	-0.3	-0.4	6.7	9.8	-3.3	2.5	-0.5	-4.6
18	CCCS(=O)(=O)c1csc(C(=O)OC)c1N	0.1	-0.2	-1.7	·	·	1.5	2.3	3.9
19	CCC(=O)N[C@H]1C=C[C@@H](CC(=O)OC)O[C@H]1CO	-0.1	0.4	-3.4	4.5	-3.6	1.1	-0.5	8.2
20	O=C(O)C1=C[C@H](c2coc3ccccc3c2=O)C[C@H](OCCCCO)O1	0.0	3.0&-3.8&-2.5	4.2&1.5	-12.6	-7.2&15.6	0.2&0.8&-1.1	-13.7	-10.9&-25.5&-32.5
21	CCn1c(COc2cccc(OC)c2)nnc1SCC(=O)NC1CCCC1	0.1	-3.5	-4.6	3.8	-21.8	-0.7	4.9	-6.3
22	O=C(NNS(=O)(=O)c1ccc(F)cc1)c1cc(Cl)ccc1O	0.1	-1.5	-13.5	-1.5	-3.6	3.7	-16.0	-4.3
23	Cc1ccc(S(=O)(=O)NC(=O)c2cc(C)n(-c3ccc(N(C)C)cc3)c2C)cc1	0.3	12.3	-3.0	·	6.5	·	-14.5	-15.8
24	COCC(=O)N(C)C[C@H]1Oc2ncc(C#C[C@@H](C)O)cc2C(=O)N([C@H](C)CO)C[C@H]1C	0.6	-1.4	2.7	-3.6	-0.5	-2.4	20.5	-12.2
25	COc1ccc(CCNC(=O)CCc2cn(C)c3ccccc23)c(OC)c1OC	0.3	0.6	-6.3	6.7	·	-2.8	4.5	-13.4
26	COC(=O)Cn1c2nc3ccccc3nc2c2cccc(C)c21	0.2	0.8	8.6	5.7	·	2.6	48.6	-11.1
27	Cc1ccc(C)c(OCCC(=O)OCC(=O)Nc2ccc(Cl)cn2)c1	0.2	-5.3	-1.4	-6.6	-1.3	3.5	-7.8	-7.6
28	Cn1c(C(=O)NCCCN2CCN(c3ccc(F)cc3)CC2)cc2c(=O)n(C)c3ccccc3c21	0.3	-4.0	31.0	-6.7	-4.3	-1.1	11.2	-3.5
29	COc1ccccc1NC(=O)N1CCCCN2[C@H](CO)[C@@H](c3ccc(C#CC4CCCC4)cc3)[C@H]2C1	0.0	3.6	1.9	-4.2	2.9	2.5	-23.2	43.6
30	COc1cccc(/C=C2\SC(=S)N(CCCC(=O)Nc3cc(C)on3)C2=O)c1	-0.2	-1.0	-8.4	-20.1	24.6	-0.6	3.4	i
31	C[C@@H]1CN([C@H](C)CO)C(=O)Cc2cc(N(C)C)ccc2O[C@H]1CN(C)S(C)(=O)=O	0.2	-3.4	0.6	-3.6	-5.3	-1.2	14.2	-4.1
32	COc1ccc(C(=O)N=C2SC3CS(=O)(=O)CC3N2Cc2ccc(OC)c(OC)c2)cc1 (stereo unspecified)	0.0	-1.8	0.7	-3.7	0.6	-0.1	13.5	-13.7
33	O=C(N[C@H]1CC[C@@H](CCNS(=O)(=O)c2ccc(Cl)cc2)O[C@H]1CO)c1cccc(F)c1	-0.1	1.9	-11.3	-4.4	-13.1	1.5	8.8	1.5
34	O=C(Nc1nc2ccccc2[nH]1)C1CCC1	0.1	1.6	-2.0	37.4	-4.5	3.1	-0.4	0.8
35	C(=C1c2ccccc2-c2ccccc21)c1ccccn1	0.1	-3.4	3.1	0.5	24.1	-0.3	25.0	-6.0
36	C=CCNc1nc(Nc2ccc([N+](=O)[O-])cc2)nc(OCC)n1	0.5	1.6	·	·	5.1	·	·	-2.6
37	COCC(=O)N1CC[C@@H]2[C@H]1c1cc(-c3cccc(F)c3)ccc1N(C)[C@@H]2CO	0.2	5.2	-0.8	-3.6	-8.7	-0.5	-2.6	-5.5
38	CCOC(=O)C1=C(c2ccccc2)NC(=S)NC1c1ccc(Cl)cc1 (stereo unspecified)	1.1	·	·	·	6.9	-0.2	-2.2	-26.9
39	CO[C@H]1CN(C)C(=O)c2ccc(NC(=O)Nc3ccccc3F)cc2OC[C@@H](C)N(C)C[C@H]1C	0.2	0.4	-11.4	-2.4	24.8	-1.5	-4.7	2.7
40	COC(=O)Cc1c(-c2[nH]c3ccccc3c2CC(=O)OC)[nH]c2ccccc12	1.4	3.4	·	·	-8.2	4.2	-40.5	-43.3
41	Cc1ccc(N2C(=O)CC3(CC4C=CC3C4)C2=O)cc1 (stereo unspecified)	·	·	2.0	13.9	-5.2	·	-1.5	·
42	COc1cc(/C=N/Nc2ccccc2C(F)(F)F)ccc1O	4.5	3.9	·	·	-2.2	-1.6	-12.7	-1.5
43	O=C(Cn1nnc(-c2cccs2)n1)Nc1ccccc1C(F)(F)F	7.1	·	·	4.9	-4.0	1.3	3.5	-10.2
44	CC(CCn1cccn1)NC(=O)CCc1nnc(C2CCCCC2)o1 (stereo unspecified)	-0.1	0.8	·	·	2.2	0.8	46.2	2.0
45	C=CCNC(=O)c1onc(CSc2ccc(F)c(F)c2)c1C(=O)O	-0.6	-0.4	-0.8	-8.0	-5.2	-2.0	-7.6	-15.8
46	CCOC(=O)c1ccc(NS(=O)(=O)c2c(C)n(C)c(=O)n(C)c2=O)cc1	-0.1	0.0	-13.4	-7.9	·	-2.9	·	-7.7
47	Cc1ccc(OCCC(=O)OCC(=O)NCCNC(=O)COC(=O)CCOc2ccc(C)cc2)cc1	0.2	-0.3	10.2	1.6	·	3.3	19.9	-4.0
48	CN(C(=O)CSc1nnc(C(F)(F)F)n1C)c1c(N)n(Cc2ccccc2)c(=O)[nH]c1=O	0.1	2.9	-0.7	7.0	·	0.7	-2.5	-20.4
49	COc1cccc(CNC(=O)[C@H]2CCCN2C(=O)[C@H]2CCCN2C(=O)c2c(F)cccc2F)c1	-0.1	-2.5	·	·	·	2.5	-6.0	-3.9
50	COc1ccc(N2Cc3ccccc3C2)cc1Cl	0.0	3.1	-7.0	28.8	-2.4	-2.9	·	-9.9

# Further compounds
No.	SMILES	Xi reactivation	ERAP1 HTS inh	RAD54 branch	esBAF inh	ARNT-TACC3 inh	CFTR F508del cor	INS-1E GSIS act	RAD52 inh
51	COC(=O)c1ccc(CSc2nc3sc(C)c(C)c3c(=O)[nH]2)cc1	-0.1	-0.7	-6.1	·	-10.3	1.1	19.5	-11.0
52	CC(C)CC[n+]1ccn(-c2nc3ccccc3nc2[N-]S(=O)(=O)c2ccc(Cl)cc2)c1	0.2	·	4.0	1.0	-1.9	-2.6	·	-41.0
53	CCCOc1ccc(/C=c2\sc3ncnn3c2=O)cc1	0.2	-1.3	·	·	0.0	-0.3	21.7	-15.1
54	CCCN1Cc2cccc(C(=O)NCCc3ccccc3)c2C1=O	0.0	2.6	·	-3.8	-13.7	0.7	29.6	2.4
55	Cc1ccc(N2CCN(S(=O)(=O)c3c(C)nc4sccn4c3=O)CC2C)cc1 (stereo unspecified)	0.0	8.0	-8.9	-6.5	·	-3.1	·	-30.2
56	NNC(=O)CCC(=O)Nc1ccccc1	0.0	-2.2	·	·	18.9	3.6	-9.6	-17.9

# In the list so far, 4 contain an aryl thioether with sulfur outside any ring:
No.	SMILES	Xi reactivation	ERAP1 HTS inh	RAD54 branch	esBAF inh	ARNT-TACC3 inh	CFTR F508del cor	INS-1E GSIS act	RAD52 inh
21	CCn1c(COc2cccc(OC)c2)nnc1SCC(=O)NC1CCCC1	0.1	-3.5	-4.6	3.8	-21.8	-0.7	4.9	-6.3
45	C=CCNC(=O)c1onc(CSc2ccc(F)c(F)c2)c1C(=O)O	-0.6	-0.4	-0.8	-8.0	-5.2	-2.0	-7.6	-15.8
48	CN(C(=O)CSc1nnc(C(F)(F)F)n1C)c1c(N)n(Cc2ccccc2)c(=O)[nH]c1=O	0.1	2.9	-0.7	7.0	·	0.7	-2.5	-20.4
51	COC(=O)c1ccc(CSc2nc3sc(C)c(C)c3c(=O)[nH]2)cc1	-0.1	-0.7	-6.1	·	-10.3	1.1	19.5	-11.0
